# Screening data (PubChem)
# human PMI inhibitors: human PMI inhibitors, high substrate, primary screen, biochemical, fluorescence intensity, high mannose 6-phosphate (AID 1220). 190,000 tested, 0.66% active. recombinant PMI enzyme, coupled fluorescence intensity; higher % means a stronger effect. one-dose inhibition, % at 20 µM; IC50 in µM for titrated hits
# Hep lipid drop: hepatic lipid droplet formation modulation | AML12 mouse hepatocytes, oleate lipid droplets, BODIPY imaging | inhibition, % at 6.5 µM | 240,000 tested, 0.4% active | AID 1656;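 active = lipid droplet intensity inhibited by at least 50%, with more than 500 cells counted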
#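 Technique: fluorescence imaging, 20x objective, two fields per well / Assay system: AML12 hepatocytes (mouse) / Measure: % inhibition of lipid droplet signal / Doses: 6.5 µM single-point dosing / Incubation: overnight exposure / Reagent: 100 µM oleic acid challenge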
# M1AAP inhibition: P. falciparum M1AAP inhibitors, biochemical, fluorogenic H-Leu-NHMec substrate, 1536-well (AID 1445). recombinant M1AAP, H-Leu-NHMec fluorogenic kinetic assay; higher % means a stronger effect. inhibition, % at 30 µM; hits with a dose series show IC50 in µM. 220,000 tested, 0.42% active;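 active = primary inhibition above the hit cutoff, then over 50% inhibition at one or more dose response concentrations, cut at about 23% in these data, passing the limit was not always enough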;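 note: plate controls were DMSO full reaction for no effect and no enzyme background for full effect; strong numbers were not always called active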
# K1F lysis inhibition: inhibition of K1F phage lysis, E. coli UTI89, bacterial capsule biogenesis inhibitors, alamar blue (AID 488966) | 340,000 tested, 0.02% active | E. coli UTI89 K1F phage lysis, alamar blue, 2 h; higher % means a stronger effect | one-dose inhibition, % at 100 µM; IC50 in µM for titrated hits;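 active = phage lysis inhibition, versus mean bacterial control, above a set limit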;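 note: capsule biogenesis inhibitors block K1F phage lysis so surviving cells raise fluorescence; higher fluorescence means more inhibition of phage lysis; actives were called in the ten point dose series up to 300 µM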
# Siah-1 displacement: blockers of Siah-1 interaction with plectin peptide – biochemical, fluorescence polarization, rhodamine-plectin, uHTS, primary screen (AID 1817). 290,000 tested, 0.02% active. Siah-1 / rhodamine-plectin peptide fluorescence polarization; higher % means a stronger effect. one-dose displacement, % at 20 µM; IC50 in µM for titrated hits;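 active = displacement of at least 50% at 20 µM, with a fluorescence ratio check between 0.3 and a set limit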;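 note: plate controls were Siah plus tracer with DMSO for no effect and tracer alone without Siah for full effect; strong numbers were not always called active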
# human PMI inhibition: inhibitors of human PMI, primary screen, biochemical, fluorescence intensity, coupled assay (AID 1209). one-dose inhibition, % at 20 µM; IC50 in µM for titrated hits. 190,000 tested, 0.42% active. purified PMI enzyme, coupled fluorescence intensity; higher % means a stronger effect;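 note: plate controls were DMSO vehicle for no effect and wells lacking substrate for full effect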
# P. falciparum M17LAP: P. falciparum M17LAP inhibitors, primary screen, biochemical, fluorogenic H-Leu-NHMec substrate, 1536-well (AID 1619); inhibition, % at 30 µM, or IC50 in µM where a hit was titrated; 220,000 tested, 0.38% active; recombinant M17LAP, H-Leu-NHMec fluorogenic kinetic assay; higher % means a stronger effect;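 active = compound inhibiting the enzyme by more than half at any dose during confirmatory dose-response retesting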;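 note: plate controls were full reaction with DMSO carrier for no effect and no enzyme background for full effect; strong numbers were not always called active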
# XIAP displacement: XIAP antagonists, biochemical, IAP family, fluorescence polarization (AID 1018) | XIAP BIR domain, fluorescence polarization peptide displacement; higher % means a stronger effect | one-dose displacement, % at 20 µM; IC50 in µM for titrated hits | 200,000 tested, 0.007% active; in the data active = displacement above about 50%; note: a part of the inactive calls stands beside numbers as strong as those of hits
# TNAP activation fold: human TNAP enzyme activators, primary screen, biochemical, luminescent, no phosphate acceptor, uHTS (AID 1001) | 200,000 tested, 0.03% active | purified TNAP, luminescent activation assay, no phosphate acceptor; higher activation fold means a stronger effect | activation fold at 20 µM, or EC50 in µM where a hit was titrated; in the data active = activation fold from about 3, or a potency from the dose series; inactive = the rest, 99 in 100 with activation fold below about 1.6; note: many of its hits are not listed in these tables
# Hep lipid drop cells 6.5 µM: also measured in Hep lipid drop; calls as there; cell count; measured here: cell count, cytotoxicity flag;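 cells counted across two imaged fields per well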
# Starred values were filed as active, the others as inactive; i = inactive; · = not tested or not shown; [ ] = another dose, or the depositor's remark. Cut-off read from the data, not from the text of the source, unless noted: active = inhibition above about 50%; inactive = the rest. Not a hit list (roughly 1.9% active in at least one column).
SMILES,human PMI inhibitors,Hep lipid drop,Hep lipid drop cells 6.5 µM,M1AAP inhibition,K1F lysis inhibition,Siah-1 displacement,human PMI inhibition,P. falciparum M17LAP,XIAP displacement,TNAP activation fold
CN(CCCC[C@H](CNCc1ccc(-c2ccccc2)cc1)N1C[C@H](c2ccccc2)N(CCc2ccc(Cl)c(Cl)c2)C(=O)C1=O)Cc1ccc(-c2ccccc2)cc1,·,19,673,0%,·,-6%,·,6%,·,·
Cc1ccccc1C(=O)N1CCC(C(=O)O)CC1,-57%,1,805,3%,6.2%,4%,-24%,0%,-4.4%,1.1
COc1ccc(CCN=C(N)NS(=O)(=O)c2cccs2)cc1,4%,3,631,4%,0.0%,-2%,2%,15%,1.7%,1.2
NS(=O)(=O)c1cccc(NC(=O)CSc2nc3ccc(Cl)cc3[nH]2)c1,27%,0,706,9%,0.3%,-6%,12%,2%,-4.9%,0.3
CCCc1cc(C(=O)Nc2cc(C)nn2-c2ccccc2)no1,6%,·,·,10%,3.7%,-5%,11%,4%,-2.9%,1.1
CC(C)CCNC(=O)C1CCCN1C(=O)NC1CCCCC1 (stereo not given),-9%,-1,726,1%,0.3%,1%,-10%,4%,-22%,1
CCOc1cc(/C=N/NC(=O)c2cccnc2)ccc1O,·,20,775,9%,0.3%,16%,·,7%,·,·
O=C(Nc1nnc(COc2ccccc2)s1)c1ccco1,6%,·,·,6%,i,-2%,3%,14%,-7.5%,1
COc1ccc(N2CCN(C(=O)Cc3nn(C)c(=O)c4ccccc34)CC2)cc1,15%,-22,593,0%,0.8%,2%,16%,-6%,-1.0%,1.1
CC(OC(=O)C1=COCCO1)C(=O)Nc1ccc(Oc2ccccc2)cc1 (stereo not given),-2%,-5,799,-3%,4.1%,-4%,-4%,42%,-3.9%,1.1
CCOC(=O)c1[nH]c(C)c(C(=O)N(C)Cc2ccccc2)c1C,0%,·,·,-5%,2.7%,-4%,4%,6%,-6.3%,1.1
CCOc1ccccc1N(CC(=O)Nc1ccc(C)cc1)S(C)(=O)=O,2%,·,·,4%,0.1%,2%,2%,14%,1.1%,1
Cc1[nH]nc(SCC(=O)N2CCCCC2)c1[N+](=O)[O-],-5%,-31,730,18%,0.3%,1%,2%,-53%,-4.2%,1
CC(=O)C1=C(C)N2CCN=C2S1,·,0,742,10%,0.0%,-6%,·,-1%,·,·
CCN(CC)CCNC(CC(=O)Nc1ccc(Cl)cc1Cl)C(=O)O (stereo not given),-9%,63*,721*,-1%,0.7%,2%,-2%,10%,-4.5%,1
CNC(=O)c1cc2cc(Br)ccc2s1,-11%,5,711,6%,0.0%,4%,-13%,0%,-3.5%,1.1
NC(=O)C[C@H]1NC(=O)[C@H](CCC(=O)O)NC(=O)c2cc([N+](=O)[O-])cc(I)c2NCCC[C@@H](C(N)=O)NC1=O,-10%,-12,720,8%,-0.3%,-4%,-10%,42%,-4.9%,1
CCOC(=O)/C=c1\s/c(=C\c2c(OC)ccc3ccccc23)c(=O)n1CC(=O)NCC1CCCO1 (stereo not given),9%,-10,740,9%,1.4%,2%,15%,-3%,-6.1%,1
O=C(O)c1ccc(N2CCCCC2)cc1O,·,-1,751,10%,3.3%[50 µM],-2%,·,8%,·,·
O=C(CCn1cccc1)NCCc1ccc(Cl)cc1,4%,·,·,10%,0.0%,4%,8%,8%,-3.1%,1.1
CCCCOC(=O)Nc1ccc(S(=O)(=O)Nc2nc(C)cc(C)n2)cc1,-2%,0,765,-1%,4.1%,2%,6%,14%,-6.2%,1.1
O=C(COC(=O)Cc1ccc(Cl)cc1)Nc1ccccc1F,15%,3,730,-3%,-1.2%,-6%,9%,-7%,-8.8%,1.1
Cc1cc(-c2nnc(SCC(=O)c3ccc(F)cc3)o2)no1,6%,-4,687,4%,0.1%,-2%,4%,4%,-7.0%,1.2
O=C(CSc1ncc(C(F)(F)F)cc1Cl)NCC1CCCO1 (stereo not given),·,-13,665,0%,0.4%,0%,·,23%,·,·
CN(C)c1ccc2c3c(ccc(N(C)C)c13)C(=O)OC2,·,6,702,8%,·,-3%,·,21%,·,·

# By substructure, the compounds so far containing fluorine.
SMILES,human PMI inhibitors,Hep lipid drop,Hep lipid drop cells 6.5 µM,M1AAP inhibition,K1F lysis inhibition,Siah-1 displacement,human PMI inhibition,P. falciparum M17LAP,XIAP displacement,TNAP activation fold
O=C(COC(=O)Cc1ccc(Cl)cc1)Nc1ccccc1F,15%,3,730,-3%,-1.2%,-6%,9%,-7%,-8.8%,1.1
Cc1cc(-c2nnc(SCC(=O)c3ccc(F)cc3)o2)no1,6%,-4,687,4%,0.1%,-2%,4%,4%,-7.0%,1.2
O=C(CSc1ncc(C(F)(F)F)cc1Cl)NCC1CCCO1 (stereo not given),·,-13,665,0%,0.4%,0%,·,23%,·,·

# Additional results:
SMILES,human PMI inhibitors,Hep lipid drop,Hep lipid drop cells 6.5 µM,M1AAP inhibition,K1F lysis inhibition,Siah-1 displacement,human PMI inhibition,P. falciparum M17LAP,XIAP displacement,TNAP activation fold
CCOC(=O)c1cnc(SCC(=O)Nc2cccc(OC)c2)nc1N,7%,12,731,5%,1.6%,4%,7%,13%,-2.8%,1.1
CCCC(=O)Nc1ccc2oc(-c3cncc(Br)c3)nc2c1,28%,-4,631,-1%,0.1%,-1%,17%,-17%,-6.1%,1.1
CCN1CCN(c2ccc(NC(=O)c3ccc4c(c3)[nH]c(=O)n4Cc3ccc(OC)cc3)cc2)CC1,10%,-9,663,8%,2.2%,-10%,13%,15%,-20%,1.1
COC(C[C@H]1O[C@H]1[C@H](O)[C@H](C)OCc1ccccc1)OC,·,7,722,-1%,0.6%,-2%,·,1%,·,·
O=C(Nc1nc2ccccc2n1CCN1CCCCC1)c1ccco1,-1%,·,·,4%,1.1%,-2%,2%,45%,3.3%,1.1
COc1cccc(Cn2c(=S)[nH]c3ccc(N4CCOCC4)cc3c2=O)c1,-5%,-1,686,2%,0.1%,1%,12%,21%,-4.3%,1.1
CS(=O)(=O)N(CC(N)=O)c1cccc(Br)c1,14%,-1,726,1%,0.4%,1%,11%,10%,-11%,1
CCOc1c(Cl)cc(CNc2ccc(S(N)(=O)=O)cc2)cc1OC,-2%,14,614,0%,4.1%,-5%,-2%,24%,2.7%,1.1
COc1cccc(OC)c1OCCCCN1CCCC1,12%,·,·,-1%,1.3%,3%,12%,13%,-3.8%,1.1
Cc1oc(-c2ccc(Cl)cc2)nc1CN1CCC(C(=O)NCc2cccnc2)CC1,-6%,·,·,4%,0.1%,-9%,-9%,-2%,-2.5%,1.1
O=C(COc1cccc(-n2cnnn2)c1)NC1CCCCC1,0%,2,665,3%,1.7%,2%,4%,5%,-6.0%,1.1
COC(=O)c1cc(OC)c(OC)cc1NC(=O)C1CCC(=O)N1S(=O)(=O)c1ccc(C)cc1 (stereo not given),2%,-20,684,12%,-0.8%,4%,6%,7%,-0.4%,1.1
Cc1cccc(C)c1-n1c(C)nn(CC2CC2)c1=O,-7%,-14,697,7%,0.4%,6%,-4%,6%,-3.0%,1.1
Cn1ccc(C(=O)Oc2ccc(C(=O)Nc3ccc(F)cc3F)cc2)n1,-13%,2,713,22%,0.1%,-8%,-13%,-1%,-7.6%,1
Cc1cc2cc(CNC(=O)CC(C)C)ccc2n1C,-5%,·,·,1%,0.6%,-4%,-8%,6%,-8.0%,1
COc1ccc(CC(=O)OCC(=O)Nc2c(C)n(C)n(-c3ccccc3)c2=O)cc1,-14%,·,·,0%,1.0%,-1%,-14%,11%,-3.2%,1
O=C(Nc1ccc2oc(-c3cccnc3)nc2c1)c1ccco1,31%,·,·,5%,0.1%,-2%,17%,12%,-2.5%,1.1
N#Cc1cccnc1Nc1cccc(Cl)c1,5%,6,667,7%,1.0%[50 µM],-1%,6%,-17%,-2.3%,1.1
COc1cc(NS(=O)(=O)c2ccc(NC(=O)COc3ccccc3C)cc2)nc(OC)n1,1%,·,·,7%,4.0%,2%,4%,42%,-1.0%,1
CSc1ccc(CN2C(=O)NC3(CCCCCCC3)C2=O)cc1,11%,2,732,7%,0.7%,0%,12%,-4%,-3.7%,1.1
O=C(CN1C(=O)/C(=C\c2ccc(C(F)(F)F)cc2)Sc2ccccc21)NCc1ccco1,16%,16,586,0%,3.0%,-4%,13%,-1%,3.7%,1.1
CC1(C)CC(=O)C2=C(C1)Nc1[nH]n(-c3ccccc3)c(=O)c1C2c1ccc2c(c1)OCO2 (stereo not given),-34%,-5,824,1%,0.5%,-2%,-9%,22%,-7.8%,1
CCOC(=O)c1ccc(Cn2cnc3ccccc3c2=O)cc1,12%,19,725,3%,0.0%,6%,16%,1%,-3.7%,1.1
CC(C)Oc1cccc(C(=O)C2CCCN(Cc3cnc(N4CCOCC4)s3)C2)c1 (stereo not given),4%,-1,746,7%,-3.3%,9%,6%,5%,-3.8%,1
CO/N=C/NC(=O)c1c(OC)ccnc1Oc1ccc(F)cc1,-2%,·,·,5%,1.2%,4%,-2%,-1%,-21%,1
# New compounds follow:
SMILES,human PMI inhibitors,Hep lipid drop,Hep lipid drop cells 6.5 µM,M1AAP inhibition,K1F lysis inhibition,Siah-1 displacement,human PMI inhibition,P. falciparum M17LAP,XIAP displacement,TNAP activation fold
COCCCNC(=S)NC1CC2CCCC(C1)N2Cc1ccco1 (stereo not given),10%,-3,641,7%,0.6%,9%,10%,12%,-5.9%,1.1
CCn1c(SCC(=O)c2cccs2)nnc1-c1ccco1,2%,·,·,6%,-0.3%,0%,3%,24%,-0.4%,1.2
Cc1ccc(NC(=O)c2cc(-c3cccs3)on2)cc1,3%,8,774,4%,-0.1%,0%,3%,-7%,1.4%,1.1
COc1cccc(-n2nc(C(C)=O)c(C#N)c2-c2ccco2)c1,7%,-5,745,-3%,-0.3%,-7%,6%,-13%,-0.4%,1
O=C(O)C1CCCCC1C(=O)OCCCCOC(=O)C1CCCCC1C(=O)O (stereo not given),-6%,·,·,2%,-0.2%,4%,-5%,20%,-2.3%,1.1
Cc1cnc(NC(=O)CSc2ncn(-c3ccccc3)n2)s1,-2%,-9,713,0%,-0.3%,2%,5%,9%,-6.2%,1.1
COCCN1CCN(Cc2cn(C)nc2-c2cccc(Cl)c2)CC1,1%,1,714,-5%,1.1%,2%,4%,-12%,-2.9%,1.1
O=C(Nc1ccc2c(c1)C(=O)N(C1CCCCC1)C2=O)C1CCCO1 (stereo not given),8%,8,712,5%,-0.1%,1%,11%,-33%,-6.2%,1
OC(COc1c(Cl)cc(Cl)cc1Cl)CN1CCCCC1 (stereo not given),7%,·,·,-4%,5.7%,0%,-4%,4%,-1.0%,1.1
C=CCOc1ccccc1CN1CCC(CO)(CCOc2ccccc2)CC1,7%,-3,776,1%,0.7%,-1%,10%,-8%,-5.5%,1
COc1ccc(N=C2S/C(=C\c3ccc(C)s3)C(=O)N2CC(C)C)cc1,11%,·,·,-3%,-0.3%,6%,14%,-6%,-1.2%,1
